# FN deposition inh: inhibitors of fibronectin matrix deposition, primary screen, AH1F cells, Alexa488-fibronectin fluorescence, plate reader. AH1F fibroblasts, overnight. inhibition, % at 12.6 µM. 350,000 compounds, 0.086% hits. AID 743247, 2014;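 active means mean inhibition across replicates of 30% or more, regardless of how many single replicates reach that level; inconclusive means mean under 30% yet at least half of replicates reach 30%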;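 further: positive control wells lacked labelled fibronectin entirely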
#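 Assay system: AH1F fibroblast monolayer, labelled fibronectin deposition. Amount: 10000 cells per well. Also added: labelled fibronectin 24 nM. Compound: single-point pinned compound. Incubation: cell attachment 1 h, compound and FN exposure overnight. Detection: fluorescence after three HBSS washes, excitation 485 nm, emission 525 nm. Read-out: inhibition of fibronectin deposition signal.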
# C2C12 statin: suppressors of statin myotoxicity in C2C12 myotubes, primary screen, cell-based, single point, plate reader; C2C12 myotubes + simvastatin, ATP luminescence, 48 h; scaled: DMSO 0, geranylgeraniol control 100; rescue of ATP level, % at 7.49 µM; 330,000 compounds, 0.78% hits;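 active means mean ATP rescue above about 67%, or every replicate alone reaching that limit, limit read from the data, passing the limit was not always enough; inconclusive means no clear call, values can overlap the other calls; inactive means mean under the limit and some replicate under it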;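 further: myotubes were challenged with 10 µM simvastatin during compound exposure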
# GSIS activator: GLuc luminescence reporter in INS-1E cells, primary screen for activators of glucose-dependent secretion of insulin. activation, % at 16.6 µM. 370,000 compounds, 0.61% hits. INS-1E GLuc reporter insulin secretion, 2-3 h;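 active means lowest replicate activation of at least 40%, so every replicate reaches that level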;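 further: 0% = median of neutral control wells and 100% = median of IBMX positive control wells; some compounds called inactive have numbers as strong as hits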
# miR-122 sensor: miR-122 Renilla sensor signal increase in Huh7, primary screen, miR-122 inhibitor project, cell-based, single point, plate reader. Huh7 miR-122 Renilla luciferase sensor, 48 h; neutral wells = 0, positive control = 100. activation (reporter increase), % at 12.5 µM. 340,000 compounds, 0.3% hits. AID 602342, 2012;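 active means mean replicate activation score at least 90 and every replicate individually at or above 90; inconclusive means only one of the two criteria met; inactive means neither criterion met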;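 further: higher luciferase means less miR-122 activity so hits act as miR-122 inhibitors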
# F508del corr: F508del CFTR correction, initial screen, CFBE line, single point; CFBE cells, YFP halide quenching; stimulated with forskolin plus potentiator P3; % fluorescence drop versus neutral controls; 350,000 compounds, 0.36% hits; activity (quench increase), % at 7.58 µM;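 active means mean added fluorescence quench of at least 8% versus neutral control, with both replicates also reaching 8%; inconclusive means only one of the mean or replicate conditions met; inactive means mean below 8% and not both replicates reaching 8%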;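 further: cells transiently co-express mutant CFTR-F508del with the halide-sensitive YFP; corrector assay measuring rescue of mutant channel to the surface after 24 h compound exposure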
# Cneo AK release: Cryptococcus neoformans cell lysis inducers, primary screen, AK release luminescence, single concentration; lysis activity, % at 15 µM; AID 651654, 2012; C. neoformans lysis, adenylate kinase release luminescence, 4 h; normalised: neutral wells 0, clomiphene wells 100; 360,000 compounds, 0.2% hits;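 active means mean lysis activity across replicates of at least 80%, whatever share of replicates individually reach that level; inactive means mean lysis activity below 80%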
#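 Material: C. neoformans cells | Amount: Yeast cell density of 5 × 10^6 cells/mL | Medium: Fresh YPD growth medium | Dosing: Single dose | Times: Static 4 h at 37 °C with compound, 1 h detection | Detection: AK luminescence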
# PGC1a acetyl inh: inhibitors of PGC1a acetylation signal, primary screen, cell-based, U2OS, AlphaScreen, inhibitor mode; AlphaScreen anti-acetyl-lysine; with virally co-expressed GCN5 acetyltransferase; AID 651687, 2012; inhibition, % at 15.6 µM; 350,000 compounds, 0.17% hits;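 active means every replicate shows inhibition of at least 40%; inconclusive means mean inhibition at least 40% but some replicate below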;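 further: 0% = neutral control wells and 100% = positive control wells; some results beyond the cut were filed as inactive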
# PglD DTNB: C. jejuni PglD acetyltransferase inhibitors, primary screen, biochemical, DTNB colorimetric, single point. UDP-N-acetylbacillosamine N-acetyltransferase PglD (Campylobacter jejuni). purified PglD enzyme, DTNB colorimetric CoA detection. inhibition, % at 12.5 µM. 360,000 compounds, 0.098% hits. AID 602405, 2012; in the data active means inhibition above about 16%, passing the limit was not always enough; inconclusive means no clear call, values can overlap the other calls; further: strong numbers were not always called active
# * marks the source's active call; other numbers are inactive results; ? = inconclusive; . = not tested or not shown; & = joins results of further samples; [ ] = another dose, or the depositor's remark.
SMILES,FN deposition inh,C2C12 statin,GSIS activator,miR-122 sensor,F508del corr,Cneo AK release,PGC1a acetyl inh,PglD DTNB
Nc1c(C(=O)CSc2nnnn2-c2ccc(O)cc2)c(=O)[nH]c(=O)n1C1CC1,3,-4,7,2,2.6,2,3,3
CN(C)C(=O)C[C@@H]1CC[C@H]2[C@H](COc3ccc(NC(=O)NCc4ccccc4)cc3C(=O)N2C)O1,2,-8,6,-2[16.7 µM],-1.6,2,-9,1
CCC(C)N(C(=O)Cn1nnc(-c2ccc(F)cc2)n1)C1CCS(=O)(=O)C1 (stereo unspecified),2,2,-1,-5,0.5,-3,.,-1
COc1ccc(N2CCN(c3nc(NCCO)nc(N4CCOCC4)n3)CC2)cc1,-5,6,.,-1,.,0,-20,6
Cc1nnc(NC(=O)CCC(=O)NCc2cccs2)s1,9,-2,.,6,.,-1,-3,-1
C[C@H](CO)N1C[C@H](C)[C@H](CN(C)S(=O)(=O)c2cccs2)OCc2ccccc2-c2ccccc2C1=O,-27,-11,8,.,1.5,44,0,2
CC(C)NC(=S)NN=C1c2ccccc2-c2ccccc21,-11,-4,2,12,2.7,9,.,2
Cc1noc(C)c1NC(=O)Nc1ccc2c(c1)C(=O)N(C)[C@H]1CC[C@@H](CC(=O)N[C@H]3CCN(Cc4ccccc4)C3)O[C@@H]1CO2,3,6,10,10[16.7 µM],-4.1,0,2,2
COc1cccc(-c2cnc3c(c2)C(=O)N([C@@H](C)CO)C[C@H](C)[C@@H](CN(C)C(=O)CN(C)C)O3)c1,.,22,15,10[16.7 µM],-2.4,-3,-6,7
COc1ccc(S(=O)(=O)Nc2ccc3c(c2)CC(=O)N([C@H](C)CO)C[C@@H](C)[C@H](CN(C)Cc2ccc(C(F)(F)F)cc2)O3)cc1,7,79*,-2,-12[16.7 µM],1.0,6,-4,0
COc1ccc(C(=O)N2CCN(c3ccccc3)CC2)cc1S(=O)(=O)N1CCCC1,-1,9,-6,.,0.1,4,.,-5
O=C(Nc1ccc2c(c1)OCO2)N[C@H]1CC[C@@H](CCNC(=O)C2CC2)O[C@H]1CO,-9,11,4,6[16.7 µM],-0.6,-1,36,-1

# The last 2 records of the section above open the next one:
SMILES,FN deposition inh,C2C12 statin,GSIS activator,miR-122 sensor,F508del corr,Cneo AK release,PGC1a acetyl inh,PglD DTNB
COc1ccc(C(=O)N2CCN(c3ccccc3)CC2)cc1S(=O)(=O)N1CCCC1,-1,9,-6,.,0.1,4,.,-5
O=C(Nc1ccc2c(c1)OCO2)N[C@H]1CC[C@@H](CCNC(=O)C2CC2)O[C@H]1CO,-9,11,4,6[16.7 µM],-0.6,-1,36,-1
COc1ccc2cc(CN(C(=O)Nc3ccccc3)C3CCCC3)c(=O)[nH]c2c1,.,0,.,0,.,0,.,4
Cc1cc(N2CCOCC2)nc(-c2ccc(Br)cc2)n1,8,.,65,-1,.,2,-12,-4
COc1ccc(C(=O)NNC(=O)C(=O)NCc2ccccc2)cc1,-6,.,3,.,-5.5,.,-2,.
C[C@@H]1CN([C@@H](C)CO)C(=O)c2cc(NC(=O)c3ccncc3)ccc2O[C@H]1CN(C)Cc1ccncc1,.,-2,-4,8[16.7 µM],7.1,-5,6,-2
CCC(=O)Nc1ccc2c(c1)OC[C@@H](C)N(C(C)=O)C[C@H](C)[C@H](OC)CN(C)C2=O,0,-7,16,-1[16.7 µM],0.2,-3,4,-1
Cc1cc(N/N=C/c2ccc(O)cc2O)nc(-n2nc(C)cc2C)n1,17,1,-1,-28,.,1,35,-3
CO[C@H]1CN(C)C(=O)c2ccc(NS(=O)(=O)c3ccccc3)cc2OC[C@@H](C)NC[C@@H]1C,-8,-11,14,-29[16.7 µM],-1.4,1,3,3
CCCCNc1ccccc1C(=O)OCC(=O)Nc1ccc(S(N)(=O)=O)cc1,-6,0,.,2,.,0,-8,7
COc1cc(C(O)c2nc(-c3ccc(F)c(Cl)c3)cs2)ccc1F (stereo unspecified),.,1,-17,5,-3.6,-3,.,0
O=[N+]([O-])c1cc(-c2n[nH]c(-c3ccccc3)n2)cc([N+](=O)[O-])c1,.,30,4,-1,1.1,2,-5,1
COc1ccc(-c2sc3cc(OC)c(OC)cc3c2C#CCCO)cc1,-12,-4,.,.,-0.3,-1,.,0
CCOC(=O)C1CCCN(C(=O)Cn2cnc3c2c(=O)n(C)c(=O)n3C)C1 (stereo unspecified),.,-6,.,-1,.,-1,.,0
CCN(CC)c1ccc(/C=N/Nc2nc(C)cc(=O)[nH]2)c(O)c1,-1,-70,1,-25,5.9,.,.,.
O=C(Oc1cccc(C(=S)N2CCOCC2)c1)c1ccc([N+](=O)[O-])cc1[N+](=O)[O-],-5,-2,-7,-2,-1.1,.,.,.
Cc1cc(NC(=O)Cc2cccs2)nn1CC(=O)NCc1ccco1,.,.,-1,2,.,-2,-2,2
CO[C@H]1CN(C)C(=O)c2cc(NC(=O)Cc3ccccc3)ccc2OC[C@@H](C)N(C(=O)c2ccccc2F)C[C@@H]1C,3,-1,-7,.,-3.5,-1,2,-2
COc1ccc(-c2cc(C(=O)Nc3sc4c(c3C#N)CCCC4)c3ccccc3n2)cc1,2,1,.,-4,-2.4,-3,.,-2
Fc1ccc(-c2nc3ccc(Br)cn3c2Cc2cccc(Cl)c2)cc1,.,-2,-13,5,6.2,1,7,1
CCN(CC)S(=O)(=O)c1ccc(NC(=O)Cn2c(=O)oc3ccccc32)cc1,0,30,-4,-3,.,2,-6,2
FC(F)(F)c1ccccc1/C=N/n1c(COc2ccccc2)n[nH]c1=S,-3,22,-32,.,-1.4,-13,.,1
CCCCN(C)C(=O)CS(=O)(=O)Cc1nc(-c2cccc(OC)c2)oc1C,1,9,.,-8,0.7,3,.,-1
Cc1cc(C)n2ncc(S(=O)(=O)c3ccccc3)c2n1,-6,.,7,-1,-0.9,.,-18,.
CN(C(=O)c1cc2c(s1)-c1ccccc1S(=O)(=O)C2)c1ccccc1F,-4,-46,36,10,1.0,14,7,6
CCOc1ccc(S(=O)(=O)N2CCC(C(=O)NCc3ccncc3)CC2)cc1C,-1,-13,-4,-3,-0.9,-4,-5,-1
Cc1ccc(-c2nnc(N3CCOCC3)c3ccccc23)cc1S(=O)(=O)NCc1cccnc1,2,.,2,.,-2.4,.,-14,.
COCC(=O)N1[C@H](CO)[C@@H](c2ccccc2)[C@H]1CNC(=O)c1ccccn1,-6,1,5,-50[16.7 µM],2.6,-4,11,0
CC(C)NC(=O)Nc1ccc2c(c1)CC(=O)N([C@H](C)CO)C[C@H](C)[C@@H](CN(C)C(=O)Nc1cccc3ccccc13)O2,.,5,30,16[16.7 µM],1.5,1,-5,0
COc1ccnc(Oc2ccccc2)c1C(=O)N/C=N/OCc1ccc(F)cc1Cl,-1,-10,.,3,.,-2,-1,1
C/C(CC(=O)Nc1ccccc1Br)=N\NC(=O)C(=O)N1CCCC1,.,.,2,3,.,-1,?,0
COc1ccc(C(=O)NCCCC2CCCC2)cc1OC1CCN(C(C)C)CC1,-14,-7,-5,-20,-0.9,-1,.,-2
COc1ccc(OC)c(C2N(c3ccccn3)C(=O)C3CCCN32)c1 (stereo unspecified),4,5,.,-2,.,1,-2,1
C[C@@H]1CN([C@H](C)CO)C(=O)c2cccc(NS(=O)(=O)c3cccs3)c2O[C@@H]1CN(C)Cc1ccc(-c2ccccc2)cc1,.,70*,-38,0[16.7 µM],-0.8,-1,-5,-5
COc1cc(OC)cc(-c2cc3nc(C)c(CCC(=O)NC(C)CCc4ccco4)c(C)n3n2)c1 (stereo unspecified),4,-5,.,-8,.,-1,1,5
CN(C(=O)COC(=O)c1cc([N+](=O)[O-])ccc1N1CCOCC1)C1CCCCC1,8,-17,7,-1,3.0,0,-2,0
CN(CC(=O)N1CCc2ccccc21)S(=O)(=O)c1ccc(Cl)cc1,4,-3,.,-5,.,13,-4,2
CSc1ccccc1C(=O)Nc1cccc([N+](=O)[O-])c1C,-1,.,8,.,-2.5,.,14,.
Cc1noc(C)c1S(=O)(=O)N(C)C[C@@H]1Oc2ccc(NC(=O)Cn3cnnn3)cc2CC(=O)N([C@@H](C)CO)C[C@@H]1C,.,-24,26,6[16.7 µM],5.1,-1,2,-2
CC(OC(=O)c1cccc(S(=O)(=O)N(C)C)c1)C(=O)NCc1ccc2c(c1)OCO2 (stereo unspecified),-7,10,15,.,-0.5,.,.,.
Cc1ccc(S(=O)(=O)N2CCN(C(=O)CN3CCOCC3)C2C(C)C)cc1 (stereo unspecified),.,0,.,-24,.,1,.,-16
C[C@H](CO)N1C[C@H](C)[C@@H](CN(C)S(=O)(=O)c2ccccc2)OCCCC[C@H](C)Oc2ccc(NS(C)(=O)=O)cc2C1=O,.,5,4,6[16.7 µM],2.3,1,3,0
C=CCn1c(SCCCC)nc(O)cc1=O,7&-7,-7,-9&5,-8&-5,-0.9&-1.4,-1&0,0&-5,-8&2
O=C(NCc1ccc(Cl)cc1)C1=Cc2cc(Cl)ccc2OC1,.,23,.,-7,.,-1,1,0
C/C(=N/OC(=O)c1ccccc1Br)c1ccc(C)cc1,-2,1,-2,-2,-2.9,-11,4,-5
CCCS(=O)(=O)N1CCc2ccc(NC(=O)c3ccccc3Cl)cc2C1,-7,11,-6,-5,-3.0,-4,21,1
Cc1ccc(NC(=O)N2CCCC2C(=O)Nc2ccc3c(c2)OCO3)cc1 (stereo unspecified),0,7,21,4,-0.9,0,4,-1
CN1C(=O)c2cc(NC(=O)c3cccc(F)c3)ccc2OC[C@@H]2O[C@H](CC(=O)NCc3ccccc3Cl)CC[C@@H]21,14,-34,0,17[16.7 µM],0.9,-2,-8,5
CN=Cc1cc(-c2ccccc2)sc1O,-2,7,0,3,.,-1,5,-4
Brc1ccc(-c2nc(-c3ccncc3)no2)o1,-11,1,.,11,.,.,-2,-3
Cc1ccc(NC(=O)O/N=C/c2ccc(N(C)C)cc2)cc1,-11,-2,4,-4,-0.5,-2,-2,1
COc1ccc(-c2cn(-c3ccc(C)cc3)c(=O)n2CC(=O)Nc2ccc(OC)cc2OC)cc1,1,-2,-6,.,.,-2,-12,2
Cc1cc(C(=O)Nc2sc3c(c2C#N)CCCCC3)cs1,.,.,-12,11,-0.6,-1,-7,-1
CCCC#Cc1cnc2c(c1)C(=O)N([C@H](C)CO)C[C@@H](C)[C@H](CN(C)C(=O)c1cccnc1)O2,-16,9,4,-5[16.7 µM],-3.0,6,1,-2
Clc1cccc(CN2CCN(c3ncccn3)CC2)c1Cl,-12,7,-11,-11,0.5,-1,0,-3
COc1cccc(NC(=O)N(C)C[C@@H]2OCc3cnnn3CCCC(=O)N([C@H](C)CO)C[C@H]2C)c1,-10,-19,-2,0[16.7 µM],0.9,-1,9,1
CCc1c(C)[nH]c2ccc(OC)cc2c1=S,-3,1,5,-1,-0.6,-4,2,8

# Random draw from the library. Share with any hit: about 2.1%.
